mcGAS lum – mouse cGAS inhibition by luminescence; Q8C6L5; recombinant cGAS, Kinase-Glo ATP depletion luminescence; inhibition, % at 12.5 µM; hit rate 0.15% among 160,000; AID 1259399;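 also: 0% = negative control wells and 100% = reference inhibitor with no enzyme activity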
hcGAS inh – blocks human cGAS activity. inhibition, % at 12.5 µM. hit rate 0.081% among 290,000. Q8N884. recombinant h-cGAS, ATP depletion, Kinase-Glo luminescence;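 also: 0% = vehicle reaction and 100% = reaction without DNA for no activity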
Target sequence (Q8N884 whole entry, looked up): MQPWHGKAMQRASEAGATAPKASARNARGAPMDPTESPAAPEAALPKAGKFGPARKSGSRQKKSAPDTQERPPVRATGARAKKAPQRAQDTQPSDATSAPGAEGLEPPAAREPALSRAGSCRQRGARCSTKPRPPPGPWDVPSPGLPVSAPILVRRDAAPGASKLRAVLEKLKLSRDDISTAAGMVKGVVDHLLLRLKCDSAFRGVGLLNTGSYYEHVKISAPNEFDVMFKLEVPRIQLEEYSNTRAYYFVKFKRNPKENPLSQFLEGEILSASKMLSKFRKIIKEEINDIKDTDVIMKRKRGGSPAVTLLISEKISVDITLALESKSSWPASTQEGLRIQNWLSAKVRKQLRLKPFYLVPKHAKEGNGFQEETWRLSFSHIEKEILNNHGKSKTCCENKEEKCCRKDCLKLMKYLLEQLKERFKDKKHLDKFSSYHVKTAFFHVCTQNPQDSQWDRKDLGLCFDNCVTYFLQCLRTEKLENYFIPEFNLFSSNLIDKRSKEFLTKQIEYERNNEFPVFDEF
NPYLR7 ag – mosquito NPYLR7 agonism; HEK293T NPYLR7/Galpha15, GCaMP6s calcium fluorescence; activation, % at 10 µM; hit rate 0.15% among 270,000; AID 1259423; in the data active = activation above about 40%;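 also: 0% = vehicle and 100% = reference agonist at the receptor; some compounds past the cut are filed as inactive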
Starred values were filed as active, the others as inactive; . = not tested or not shown; & = joins results of further samples. Rule as the data show it, unless noted: active = inhibition above about 40%; inactive = the rest.

SMILES | mcGAS lum | hcGAS inh | NPYLR7 ag
COc1ccc(-n2cc(C(C)NS(=O)(=O)NCc3ccccc3)cn2)cc1 (configuration not stated) | . | -7 | 0
c1ccc(CNc2ncc(CN3CCCC4(CCNC4)C3)cn2)cc1 (configuration not stated) | -15 | -4 | 6
CNc1nc2cnc(-c3ccccc3)cc2n1-c1cccc(F)c1 | -6 | -4 | 8
C=CCOn1c(=O)c(-c2ccc(Cl)cc2)[n+]([O-])c2ccccc21 | . | -9 | -3
Cc1nc(NCCNS(=O)(=O)c2ccc3cccc4c3c2CC4)cc(-n2cccn2)n1 | -6 | -4 | -4
Cc1cc(C)cc(-c2nc3cc(C)ccn3c2NC(=O)CCC2CCCC2)c1 | 0 | 1 | -8
Cc1ccc(CNC(=O)c2sc(-c3cccs3)nc2C)cc1F | -4 | 0 | 2
COCc1nc(C(=O)N(CC(=O)N2CCCCC2)c2ccc(C)cc2)cs1 | . | -8 | 8
COc1ccc(NC(=O)NCCNc2cc(-n3ccnc3C)ncn2)cc1Cl | -2 | 5 | -17
CCOc1ccc(NC(=O)N2CCCn3cncc3C2)cc1 | . | -10 | 4
COC(=O)c1ccccc1S(=O)(=O)N1[C@@H]2CC[C@H]1CN(C)C(=O)C2 | . | 0 | 1
O=C1OC(c2ccccc2)C(=C(O)c2ccccc2)C1=O (configuration not stated) | 0 | -2 | 0
Cn1c(=O)[nH]c(=O)c2c1nc(N1CCC(C(N)=O)CC1)n2CCSc1nc2ccccc2s1 | . | -6 | -1
Cc1nc(C)c(CC(=O)NCCS(=O)(=O)Cc2ccccc2)c(=O)[nH]1 | . | -14 | 6
CCOC(=O)c1nn(-c2ccccc2)c(=O)c2c(NC(=O)c3ccc(Cl)cc3)scc12 | -3 | 1 | -9
CCNC(=O)N(Cc1ccccc1)[C@H]1C[C@H]2CCOC[C@@]2(c2ccccc2)C1 | -8 | -6 | -1
O=S1(=O)N=C(Nc2ccccc2)c2ccccc21 | 0 | -8&3 | -7&6
c1ccc(CCc2noc(CN3CCC(c4nc5ccccc5[nH]4)CC3)n2)cc1 | -9 | -3 | 2
O=C(CSc1nc2c(c(=O)n1Cc1ccccc1)SCC2)NCc1ccccc1 | -7 | -3 | 7
CN(C)C(=O)c1cccnc1SCC(=O)Nc1cccc([N+](=O)[O-])c1 | . | 5 | 2
CCOc1ccccc1C(=O)N1CC(=O)N(Cc2cccc(F)c2)CC(O)C1 (configuration not stated) | -4 | 1 | 19
O=C(c1cc(COc2c(F)cccc2F)on1)N1CCCC1c1ccco1 (configuration not stated) | -12 | -7 | .
CS(=O)(=O)c1ncc(CN2CCCO2)n1CC1CCCO1 (configuration not stated) | . | -10 | 12
COc1cc(Cl)c(NC(=O)c2ccco2)cc1OC | . | -18 | 10
Cc1ccc(-n2c(SCCCCC(=O)N3CCN(C(=O)c4ccc(Br)cc4)C(C)C3)nnc2-c2ccccc2)cc1 (configuration not stated) | -5 | -4 | -1
Cc1nc(C(=O)N2CCC(NC(=O)C(C)C)CC2)c2n1CCCC2 | . | 2 | 2
CN(C(=O)Cn1c(C2CC(=O)N(Cc3ccccc3)C2)nc2ccccc21)c1ccccc1 (configuration not stated) | -2 | -12 | 4
O=c1[nH]ncc(NCc2ncc(-c3ccc(F)cc3)[nH]2)c1Cl | . | -1 | 0
COc1cccc(C(c2ccccn2)N(C)C(=O)C2CCN(S(=O)(=O)c3ccc(C(F)(F)F)cc3)CC2)c1 (configuration not stated) | -3 | -5 | 3
Cc1cccc(CC(=O)NCCn2nc(-c3cccs3)ccc2=O)c1 | 0 | 15 | 7
CC(=O)c1cccc(S(=O)(=O)N2CCN(Cc3cccc(F)c3F)CC2)c1 | . | -4 | -8
Cc1ccc(Sc2ncccc2C(=O)N2CCN(c3nccc(-c4ccc5c(c4)OCO5)n3)CC2)cc1 | -5 | -1 | 15
Cc1cc(C(=O)CSc2nc(N)nc(N)n2)c(C)n1C1CCS(=O)(=O)C1 (configuration not stated) | . | -2 | 2
CN1C[C@@H]2CC[C@H](CC1=O)N2S(=O)(=O)N1CCOCC1 | . | -2 | 0
CCc1c(C)c(C(=O)Nc2cccc(F)c2)n(Cc2ccc(F)c(F)c2)c1C | -6 | -6 | 33
CCCCc1cnc2c(c1SCC(=O)Nc1ccc(F)cc1)c(=O)n(C)c(=O)n2C | -12 | -15 | 8
N#CC1C(=N)Oc2c(sc3ccccc23)C1c1ccco1 (configuration not stated) | 6 | 4 | 15
COC(=O)c1ccc(COC(CN2CCN(C(=O)c3ccc(F)c(F)c3)CC2)c2ccc(Cl)cc2)cc1 (configuration not stated) | -5 | -5 | .
CC1=C(C(=O)OC2CCCC2)C(c2cc3c(cc2[N+](=O)[O-])OCO3)NC(=O)N1C (configuration not stated) | -6 | -4 | -7
c1nc2ccc(Oc3ccc4nc[nH]c4c3)cc2[nH]1 | -4 | -7 | 19
COCCCNC(=O)c1csc(CSc2nnc(-c3ccncc3)n2-c2ccccc2F)n1 | -6 | -19 | -11
OCCC1CN(Cc2ccc(Cl)cc2)CCN1C1CCCC1 (configuration not stated) | . | -4 | 0
CCn1nc(C)c(CN(CCOC)C(=O)C2CCNCC2)c1C | -9 | -1 | .
Cc1ccc[n+](C2=C(c3c(C)[nH]n(-c4ccc(F)cc4)c3=O)C(=O)N(C(C)C)C2=O)c1 | -6 | -6 | -14
COCCCN(CC(=O)N(CCc1c[nH]c2ccccc12)Cc1ccc(F)cc1)C(=O)c1ccccc1Br | -5 | -1 | .
COc1ccc(OC)c(NC(=O)c2c(N)c(C(=O)c3ccc4c(c3)CCCC4)n3ccccc23)c1 | -5 | -1 | -1
Oc1cccc(Nc2nccc3[nH]c(-c4ccccc4Cl)nc23)c1 | -6 | -2 | -5
COc1ccc(NC(=O)CCC2CCCN(C(=O)c3cc(C)nn3C)C2)cc1Cl (configuration not stated) | . | -8 | -2
Cc1ccc(C(=O)NNC(=O)c2c(-c3ccccc3)noc2C)c(C)c1 | . | -6 | 9
Cc1cc(NC(=O)COC(=O)c2oc3c(C)ccc(C)c3c2C)n(C)n1 | . | 6 | 2
Continuation.
SMILES | mcGAS lum | hcGAS inh | NPYLR7 ag
CCc1nc2n(n1)C1(CCCCC1)[C@@H]1CCCC[C@@H]1N2C(=O)COC | -5 | -1 | .
O=C(Nc1ccc(N2CCCC2)nc1)Nc1ccc2c(c1)OCO2 | -7 | -8 | 4
CCOC(=O)c1nn(-c2ccc(F)cc2)c(=O)c2c(NC(=O)c3cccc([N+](=O)[O-])c3C)scc12 | -2 | 0 | -7
Cc1cc(S(=O)(=O)N2CCC(c3cn(Cc4ccc(C(F)(F)F)cc4)c4ccccc34)CC2)c(Cl)cc1Cl | -8 | -2 | 19
COc1cc(OC)c(OC)cc1CNC(=O)c1nn(-c2ccc(F)cc2)c2c1CCC2 | -6 | -5 | -2
COCc1cccc(-c2csc(C(C)(NC(C)=O)c3ccc(OC)cc3)n2)c1 (configuration not stated) | . | -14 | 4
COc1cc(N2CCOCC2)ncn1 | . | -5 | -1
CCCOC(=O)N1CCC2(CC1)N=C(Cc1ccc(OC)cc1)NC2=O | -11 | -2 | 2
O=C(Nc1ccc2c(c1)CN(C(=O)c1cncs1)CC2)c1ccccn1 | -5 | -8 | -6
CC(=O)c1ccc(NC(=O)N(C)c2c(C)nc3ccc(C(=O)N(C)Cc4ccco4)cn23)cc1 | -3 | -6 | 16
CCn1ccnc1C(CCc1ccccc1)OC(=O)c1csc(-c2ccoc2)n1 (configuration not stated) | . | -11 | 3
COCCCN(CC(=O)Nc1cc(C(C)(C)C)nn1-c1cccc(C)c1)C(=O)Nc1ccc(F)c(Cl)c1 | 0 | 2 | -2
CN1CC(NC(=O)NC2CCc3cc(Cl)ccc32)CCC1=O (configuration not stated) | . | -5 | 0
O=C(c1c(F)cccc1F)N1CCN(S(=O)(=O)c2ccc3c(c2)OCCO3)CC1 | -4 | 4 | 2
Cc1ccc(C2CC(c3cccnc3)=Nc3nc(C(F)(F)F)nn32)cc1 (configuration not stated) | . | 3 | -2
O=c1[nH]c(=O)n(Cc2nc(Cc3ccccc3)no2)cc1Cl | . | -3 | -3
Cn1c(N)c(C(=O)CC#N)c(=O)n(C)c1=O | . | -1 | 0
CCCc1cc(C(=O)N(CCOC)CC2CCN(Cc3ccccc3OC)CC2)n(C)n1 | . | -6 | 4
CCC1CCCCN1Cc1nc2c(c(=O)n(C)c(=O)n2C)n1Cc1ccc(C)cc1 (configuration not stated) | -3 | 1 | 2
Cc1ccnc(SCC(=O)C(C)(C)C)n1 | . | -5 | 0

An excerpt from above in order of formula weight, highest first:
SMILES | mcGAS lum | hcGAS inh | NPYLR7 ag
CCC1CCCCN1Cc1nc2c(c(=O)n(C)c(=O)n2C)n1Cc1ccc(C)cc1 (configuration not stated) | -3 | 1 | 2
CN1CC(NC(=O)NC2CCc3cc(Cl)ccc32)CCC1=O (configuration not stated) | . | -5 | 0
Cc1ccnc(SCC(=O)C(C)(C)C)n1 | . | -5 | 0

(more compounds)
SMILES | mcGAS lum | hcGAS inh | NPYLR7 ag
CCN(CCN1CCOCC1)C(=O)c1nc2ccccc2[nH]1 | . | -6 | 11
C=CCOC(=O)C1=C(C)NC2=C(C(=O)CCC2)C1c1ccc(OCC)c(OC)c1 (configuration not stated) | -6 | -3 | -4
O=C(c1ccco1)N1CCC(c2nc(-c3ccc4c(c3)OCO4)no2)CC1 | -7 | -9 | 4
Cc1ccccc1CC1(CO)CCCN(Cc2ccccc2Cl)C1 (configuration not stated) | . | -6 | 4
COc1ccc(S(=O)(=O)NCC2CCCO2)cc1N1CCN(S(=O)(=O)c2c(C)c(C)c(C)c(C)c2C)CC1 (configuration not stated) | -5 | -2 | 3
CCOC(=O)c1c(C)nc(C)c(C(=O)OCC)c1-c1ccc(OC)cc1 | . | 1 | -5
CCOC(=O)c1nn(-c2ccc(C(F)(F)F)cc2)c(=O)c2c(NC(C)=O)scc12 | -8 | -9 | 6
Cc1c(Cl)c(C(F)(F)F)nn1CC(=O)Nc1ccccc1C(F)(F)F | -4 | 3 | 0
Cc1c(C(=O)N2CCN(c3ccccc3Cl)CC2)nnn1-c1nc2c(s1)CCCC2 | . | -10 | 2
c1ccc(Cn2nnnc2CN2CCNCC2)cc1 | . | 4&-5 | -23&3
COC(=O)c1ccc(CSc2nc3c([nH]c4ccccc43)c(=O)n2C)o1 | -6 | -6 | 1
c1nnc2c3c4c(sc3n3cnnc3n12)CCCCC4 | . | -8 | 5
CCOC(=O)c1nc2cc(Cl)c(Cl)cc2nc1N1CCCN(C(=O)Cc2ccc(F)cc2)CC1 | -6 | -3 | 5
CC(C)P(=O)(c1c(F)c(F)nc(F)c1F)C(C)C | -5 | 1 | -15
CCOC(=O)c1nc2ccccc2nc1N1CCN(C(=O)C2CCN(C(C)=O)CC2)CC1 | -3 | -11 | 11
COc1ccc2nc(-c3ccc(NS(=O)(=O)c4cccs4)cc3)cn2n1 | -7 | -2 | -8
C/C(=C\c1ccco1)CN1C[C@H](N(C)C)C[C@H]1CO | . | -9 | 12
O=c1nc2ccccn2c2c(F)c(F)c(F)cc12 | . | -8 | 0
COc1ccc(C2CN(C(=O)c3ccc(C)cc3)CC2C(=O)NCc2ccccc2)cc1 (configuration not stated) | . | -7 | 9
O=C1C=C(Nc2cccc(Cl)c2)C(=O)N1CCO | . | -3 | 2

Complete entries, looked up by structure. Values in the order: mcGAS lum	hcGAS inh	NPYLR7 ag
`O=c1nc2ccccn2c2c(F)c(F)c(F)cc12` across the screens: .	-8	0
`c1nnc2c3c4c(sc3n3cnnc3n12)CCCCC4` across the screens: .	-8	5
`COC(=O)c1ccc(CSc2nc3c([nH]c4ccccc43)c(=O)n2C)o1` across the screens: -6	-6	1
`CC(C)P(=O)(c1c(F)c(F)nc(F)c1F)C(C)C` across the screens: -5	1	-15
`CCOC(=O)c1nc2ccccc2nc1N1CCN(C(=O)C2CCN(C(C)=O)CC2)CC1` across the screens: -3	-11	11

Other entries.
SMILES | mcGAS lum | hcGAS inh | NPYLR7 ag
Cc1ccc(CC2(NC(=O)Cc3nn[nH]n3)CC2)cc1 | 3 | 3 | 2
CCc1c(C)nn(CC(=O)NCc2nn(C)c3ccc(C)cc23)c1C | . | -3 | 2
Cc1ccccc1-c1nc(SCCN2CCCC2)c2c(=O)n(C)c(=O)n(C)c2n1 | -7 | -2 | -10
Cc1ccc(S(=O)(=O)Nc2ccc(Sc3nccn3C)cc2C)s1 | . | -8 | -1
CCc1cccc2c(C(CC(=O)NCCN(C)C)c3ccccc3OC)c[nH]c12 (configuration not stated) | -5 | -5 | .
Cc1csc(Sc2ccc(S(=O)(=O)C(F)(F)F)cc2[N+](=O)[O-])n1 | . | -6 | 1
CCOc1ccc(CC(=O)Nc2c(C)nc3sc(C)c(C)n3c2=O)cc1 | . | -7 | 20
CSc1nnc(C(C)NC(=O)OC(C)(C)C)o1 (configuration not stated) | -7 | -7 | 10
CCC(C)NC(=O)C(NC(=O)c1cccc(C)c1)C1CCN(S(=O)(=O)c2ccc(OC)cc2)CC1 (configuration not stated) | -9 | -4 | 12
Cc1nnc(C)c2c(C)[nH]c(C)c12 | . | -3 | 4
Fc1ccccc1-n1nc(CCc2ccccc2)nc1CCn1ccnc1 | -11 | -7 | .
CC1CC(C)CN(C(=O)C(C)S(=O)(=O)c2nccs2)C1 (configuration not stated) | -16 | -8 | 4
COc1cccc2sc(N(CCCn3ccnc3)C(=O)c3cccs3)nc12 | -5 | -2 | -7
COCCCN(Cc1c(-c2ccc(F)cc2)noc1N1CCN(C)CC1)C(=O)Nc1cccc(Cl)c1 | -6 | -3 | 11
COCCCn1c(SCC#N)nc2sc3c(c2c1=O)CCCS3 | . | -13 | 4
CC(=O)O[C@@H]1CC2C(C)(C)C(=O)CC[C@]2(C)C2CC[C@@]3(C)[C@H](c4ccoc4)OC(=O)C4OC43[C@@]21C (some centres not stated) | . | -4 | 5

High-throughput results as filed in PubChem.
